Screening data as filed in PubChem BioAssay.
MEP2 TOR yeast: yeast TOR pathway MEP2-GFP modulation. hit rate 0.51% among 330,000. AID 2016. GFP response vs DMSO, % at 10 µM. S. cerevisiae MEP2-GFP strain, flow cytometry GFP, 3 h; 100% = DMSO control level;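 active = GFP response versus DMSO above a set limit, roughly screen mean plus 3 SD, cut at about 180% in these data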;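 also: median GFP fluorescence of the barcode-gated MEP2-GFP cells per well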
LAP4-GFP MLPCN: modulators of TOR pathway LAP4-GFP in S. cerevisiae; S. cerevisiae LAP4-GFP multiplex, flow cytometry GFP, 3 h; median GFP as percent of DMSO wells; GFP response vs DMSO, % at 10 µM; hit rate 0.34% among 320,000; AID 2023;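 active = GFP response vs DMSO above a set limit, about the screen mean plus 3 SD, cut at about 150% in these data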
AGP1 TOR yeast: modulators of TOR pathway AGP1-GFP in S. cerevisiae; S. cerevisiae AGP1-GFP multiplex flow cytometry, 3 h; GFP as percent of DMSO wells; GFP response vs DMSO, % at 10 µM; hit rate 0.02% among 320,000; AID 2066;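 active = GFP response relative to DMSO above a set limit, near screen average plus 3 SD, cut at about 150% in these data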;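 also: median GFP channel fluorescence of the gated AGP1 strain per well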
proCasp7 act: activates human procaspase-7, counter-screen for procaspase-3 activators. recombinant procaspase-7, Ac-DEVD-pNA absorbance 405 nm; D23A/D198A/D206A triple mutant, cannot self-cleave; scale: DMSO 0, 5 µM enzyme 100. activation, % at 8.5 µM. P55210. hit rate 0.093% among 330,000;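 active = percent activation above the screen-wide mean plus 3 SD, cut at about 25% in these data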
Target sequence (P55210 whole entry D23A/D198A/D206A): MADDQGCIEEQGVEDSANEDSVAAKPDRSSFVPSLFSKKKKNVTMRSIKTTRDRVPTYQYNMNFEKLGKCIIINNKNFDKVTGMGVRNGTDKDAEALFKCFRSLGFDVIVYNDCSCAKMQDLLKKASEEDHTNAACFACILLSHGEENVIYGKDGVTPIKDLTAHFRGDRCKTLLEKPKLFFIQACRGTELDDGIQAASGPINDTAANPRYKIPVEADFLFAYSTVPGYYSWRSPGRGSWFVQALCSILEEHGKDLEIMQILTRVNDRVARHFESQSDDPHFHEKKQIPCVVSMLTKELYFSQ
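buffer or medium = Zinc-free HEPES/NaCl buffer, pH 7.4 | material = Procaspase-7 triple mutant (PC-7 D3A) | input = 2 µM procaspase-7 mutant as dispensed | signal = Epi-absorbance of released pNA at 405 nm, two timepoints | timing = 1 h preincubation, 2 h reaction | replicates = singlicate compound testing | evaluation = % activation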
procasp3 activ: activates human procaspase-3. P42574. recombinant procaspase-3 D3A, Ac-DEVD-pNA absorbance 405 nm. activation, % at 8.5 µM. hit rate 0.11% among 330,000;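 active = activation above the mean of all tested compounds plus 3 SD, cut at about 21% in these data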;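 also: 0% = DMSO alone and 100% = DMSO wells spiked with extra 5 µM PC-3 D3A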
Target sequence (P42574 whole entry D9A/D28A/D175A): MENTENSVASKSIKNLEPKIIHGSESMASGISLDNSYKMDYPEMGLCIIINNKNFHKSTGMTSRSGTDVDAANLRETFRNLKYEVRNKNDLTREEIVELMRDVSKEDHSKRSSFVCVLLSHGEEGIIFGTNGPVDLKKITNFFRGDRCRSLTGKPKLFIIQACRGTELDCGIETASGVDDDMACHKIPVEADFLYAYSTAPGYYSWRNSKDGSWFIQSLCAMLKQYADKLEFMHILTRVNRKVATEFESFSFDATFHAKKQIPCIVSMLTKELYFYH
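Assay system – Procaspase-3 D3A mutant, all three cleavage aspartates alanine · Controls – DMSO-only low control, 5 µM PC-3 D3A high control · Schedule – 1 h compound preincubation, 2 h substrate hydrolysis at 25 °C · Signal – 405 nm absorbance of p-nitroaniline, reads at 0 and 120 min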
AHR act: human AHR activation; P35869; AHR-responsive luciferase reporter cells, luminescence; activation, % at 5 µM; hit rate 2.5% among 320,000; AID 2796; in the data active = activation above about 47%;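 also: 0% = vehicle wells and 100% = reference agonist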
RPL19A TOR yeast: alters RPL19A-GFP fluorescence in TOR pathway yeast screen; S. cerevisiae RPL19A-GFP strain, flow cytometry, 3 h; active compounds read low; percent response vs DMSO, % at 10 µM; hit rate 0.3% among 330,000;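 active = percent response vs DMSO below 50%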;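 also: median channel GFP fluorescence of the barcoded RPL19A-GFP strain; ratio of sample median GFP to plate DMSO average so 100% = DMSO; lower means less RPL19A-GFP as with rapamycin TOR inhibition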
CIT2 TOR yeast: modulators of TOR pathway CIT2-GFP in S. cerevisiae | S. cerevisiae CIT2-GFP strain, flow cytometry, 3 h; 100 means same as DMSO wells | GFP response vs DMSO, % at 10 µM | hit rate 0.065% among 320,000 | AID 2029;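 active = GFP response relative to DMSO above a set limit, near the screen mean plus 3 SD, cut at about 150% in these data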;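 also: ratio of well median GFP fluorescence to mean of DMSO wells on the plate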
An asterisk follows results filed as active.

For CCN(CC)CC(C)CNC(=O)CN1C(=O)CSc2ccc(S(=O)(=O)N3CCOCC3)cc21 (configuration not stated) the results were MEP2 TOR yeast 100, LAP4-GFP MLPCN 99, AGP1 TOR yeast 101, proCasp7 act 3, procasp3 activ 1, AHR act -1, RPL19A TOR yeast 103 and CIT2 TOR yeast 98.
Screening N=C1/C(=C\c2ccc(-c3cc(Cl)cc(Cl)c3)o2)C(=O)N=C2SC=C(c3ccccc3)N12 returned MEP2 TOR yeast 111, LAP4-GFP MLPCN 113, AGP1 TOR yeast 106, proCasp7 act -13, procasp3 activ -15, AHR act 10, RPL19A TOR yeast 112 and CIT2 TOR yeast 113.
Screening CCCn1nc(NS(C)(=O)=O)c2cc3cccc(C)c3nc21 returned MEP2 TOR yeast 90, AGP1 TOR yeast 89, proCasp7 act -5, procasp3 activ -9, AHR act 13, RPL19A TOR yeast 93 and CIT2 TOR yeast 89.
For O=C(NCCc1ccccc1)c1cc([N+](=O)[O-])ccc1N1CCOCC1 the results were MEP2 TOR yeast 106, LAP4-GFP MLPCN 94, AGP1 TOR yeast 100, proCasp7 act 1, procasp3 activ -6, AHR act 2, RPL19A TOR yeast 96 and CIT2 TOR yeast 105.
COc1nc(-c2ccc(Cl)cc2)nnc1C was read as MEP2 TOR yeast 108, LAP4-GFP MLPCN 102, AGP1 TOR yeast 104, proCasp7 act -4, procasp3 activ 4, AHR act 25, RPL19A TOR yeast 103 and CIT2 TOR yeast 102.
For COC(=O)[C@]1(Cc2ccccc2)N[C@H](CN(C)S(=O)(=O)c2ccc(F)cc2)[C@@H]2C(=O)N(Cc3ccccc3)C(=O)[C@@H]21 the results were MEP2 TOR yeast 90, LAP4-GFP MLPCN 88, AGP1 TOR yeast 90, proCasp7 act 8, procasp3 activ -1, AHR act 0, RPL19A TOR yeast 90 and CIT2 TOR yeast 95.
COCc1cc(C)nc(N2CCNCC2)c1C#N was read as MEP2 TOR yeast 104, LAP4-GFP MLPCN 96, AGP1 TOR yeast 102, proCasp7 act 9, procasp3 activ 0, AHR act 1, RPL19A TOR yeast 99 and CIT2 TOR yeast 98.
For Cc1ccc(-c2csc3nnc(SCC(=O)Nc4cccc(C)n4)n23)cc1 the results were MEP2 TOR yeast 102, LAP4-GFP MLPCN 102, AGP1 TOR yeast 106, proCasp7 act 4, procasp3 activ -1, AHR act 9, RPL19A TOR yeast 99 and CIT2 TOR yeast 103.
`O=C(CCc1nc2sc3c(c2c(=O)[nH]1)CCCC3)NCC(=O)Nc1ccccc1Br` gave MEP2 TOR yeast 100, LAP4-GFP MLPCN 100, AGP1 TOR yeast 108, proCasp7 act 4, procasp3 activ 3, AHR act 10, RPL19A TOR yeast 100 and CIT2 TOR yeast 100.
O=C(CSc1nc2cc(Cl)ccc2s1)NCc1ccc2c(c1)OCO2 was read as MEP2 TOR yeast 92, LAP4-GFP MLPCN 92, AGP1 TOR yeast 94, proCasp7 act 2, procasp3 activ -3, AHR act 108*, RPL19A TOR yeast 102 and CIT2 TOR yeast 103.
`Cc1ccc(S(=O)(=O)N(C)C)cc1NC(=O)COC(=O)c1ccc(Cl)cc1` gave MEP2 TOR yeast 108, LAP4-GFP MLPCN 108, AGP1 TOR yeast 109, proCasp7 act -3, procasp3 activ 8, AHR act -2, RPL19A TOR yeast 98 and CIT2 TOR yeast 106.
`Cc1ccc(C(=O)NNC(=S)Nc2cccc(Cl)c2Cl)cc1[N+](=O)[O-]` gave MEP2 TOR yeast 99, LAP4-GFP MLPCN 96, AGP1 TOR yeast 97, proCasp7 act -10, procasp3 activ 2, AHR act -1, RPL19A TOR yeast 94 and CIT2 TOR yeast 93.
Oc1c(Cl)cc(Cl)cc1C1Nc2ccccc2-n2cccc21 (configuration not stated) was read as MEP2 TOR yeast 96, LAP4-GFP MLPCN 113, AGP1 TOR yeast 113, proCasp7 act 3, procasp3 activ -3, AHR act 5, RPL19A TOR yeast 99 and CIT2 TOR yeast 103.
CCS(=O)(=O)N1CCCC(C(=O)NCc2cccc(OC)c2)C1 (configuration not stated) was read as MEP2 TOR yeast 108, LAP4-GFP MLPCN 109, AGP1 TOR yeast 88, proCasp7 act 9, procasp3 activ 0, AHR act 0, RPL19A TOR yeast 105 and CIT2 TOR yeast 108.
For Cc1ccc(C(CC(=O)NCc2ccco2)c2ccccc2)c(O)c1 (configuration not stated) the results were MEP2 TOR yeast 96, LAP4-GFP MLPCN 96, AGP1 TOR yeast 96, proCasp7 act -11, procasp3 activ 2, AHR act 3, RPL19A TOR yeast 98 and CIT2 TOR yeast 92.

Among those listed so far, three have two or more sulfur atoms:
For CCN(CC)CC(C)CNC(=O)CN1C(=O)CSc2ccc(S(=O)(=O)N3CCOCC3)cc21 (configuration not stated) the results were MEP2 TOR yeast 100, LAP4-GFP MLPCN 99, AGP1 TOR yeast 101, proCasp7 act 3, procasp3 activ 1, AHR act -1, RPL19A TOR yeast 103 and CIT2 TOR yeast 98.
For Cc1ccc(-c2csc3nnc(SCC(=O)Nc4cccc(C)n4)n23)cc1 the results were MEP2 TOR yeast 102, LAP4-GFP MLPCN 102, AGP1 TOR yeast 106, proCasp7 act 4, procasp3 activ -1, AHR act 9, RPL19A TOR yeast 99 and CIT2 TOR yeast 103.
O=C(CSc1nc2cc(Cl)ccc2s1)NCc1ccc2c(c1)OCO2 was read as MEP2 TOR yeast 92, LAP4-GFP MLPCN 92, AGP1 TOR yeast 94, proCasp7 act 2, procasp3 activ -3, AHR act 108*, RPL19A TOR yeast 102 and CIT2 TOR yeast 103.

Further results follow.
CCC(C(=O)OCC(=O)Nc1cccc(S(=O)(=O)NC2=NCCCCC2)c1)c1ccccc1 (configuration not stated) was read as MEP2 TOR yeast 98, LAP4-GFP MLPCN 90, AGP1 TOR yeast 93, proCasp7 act 3, procasp3 activ 0, AHR act 0, RPL19A TOR yeast 98 and CIT2 TOR yeast 87.
Screening Cc1ccccc1-c1nn(-c2ccc(F)cc2F)cc1CNCCCN(C)C returned MEP2 TOR yeast 103, LAP4-GFP MLPCN 98, AGP1 TOR yeast 112, proCasp7 act 3, procasp3 activ 3, AHR act 0, RPL19A TOR yeast 98 and CIT2 TOR yeast 121.
CCN(CCCn1c(=S)[nH]c2ncccc2c1=O)c1ccccc1 was read as MEP2 TOR yeast 104, LAP4-GFP MLPCN 89, AGP1 TOR yeast 99, proCasp7 act -2, procasp3 activ 6, AHR act 2, RPL19A TOR yeast 95 and CIT2 TOR yeast 108.
Screening O=C(COC(=O)/C=C/c1ccccc1)Nc1ccc(Cl)cn1 returned MEP2 TOR yeast 106, LAP4-GFP MLPCN 114, AGP1 TOR yeast 102, proCasp7 act 4, procasp3 activ -1, AHR act 5, RPL19A TOR yeast 106 and CIT2 TOR yeast 94.
Cc1ccc(C)c(-n2c(Cc3cc(=O)[nH]c(=O)[nH]3)nnc2SC(C)C)c1 was read as MEP2 TOR yeast 105, LAP4-GFP MLPCN 100, AGP1 TOR yeast 103, proCasp7 act 9, procasp3 activ 4, AHR act 6, RPL19A TOR yeast 102 and CIT2 TOR yeast 100.
Screening COC(=O)c1cc(C(=O)c2c(C)cc3ccccn23)cc([N+](=O)[O-])c1 returned MEP2 TOR yeast 98, LAP4-GFP MLPCN 109, AGP1 TOR yeast 98, proCasp7 act -11, procasp3 activ -7, AHR act 2, RPL19A TOR yeast 102 and CIT2 TOR yeast 92.
Cc1ccc(S(=O)(=O)CCc2nnc(NC(=O)COc3cccc(C)c3)s2)cc1 was read as MEP2 TOR yeast 91, LAP4-GFP MLPCN 92, AGP1 TOR yeast 93, proCasp7 act -3, procasp3 activ 0, AHR act 4, RPL19A TOR yeast 93 and CIT2 TOR yeast 100.
Screening COc1ccc(-n2nnnc2SCC(=O)N2CCCC2)cc1OC returned MEP2 TOR yeast 95, LAP4-GFP MLPCN 100, AGP1 TOR yeast 99, proCasp7 act 7, procasp3 activ 5, AHR act -1, RPL19A TOR yeast 99 and CIT2 TOR yeast 95.
Screening O=C(COC(=O)c1ccc(Br)o1)NC12CC3CC(CC(C3)C1)C2 returned MEP2 TOR yeast 87, LAP4-GFP MLPCN 99, AGP1 TOR yeast 86, proCasp7 act -8, procasp3 activ 0, AHR act 0, RPL19A TOR yeast 87 and CIT2 TOR yeast 88.
Screening COc1ccc(Cl)cc1Nc1nc(N)c2ccccc2n1 returned MEP2 TOR yeast 119, LAP4-GFP MLPCN 100, AGP1 TOR yeast 104, proCasp7 act -10, procasp3 activ -3, AHR act 105*, RPL19A TOR yeast 104 and CIT2 TOR yeast 109.
Screening Cc1ccc2c(C(=O)CN3CCN(c4ccccc4)CC3)c(C)[nH]c2c1 returned MEP2 TOR yeast 105, LAP4-GFP MLPCN 111, AGP1 TOR yeast 106, proCasp7 act -1, procasp3 activ -3, AHR act 14, RPL19A TOR yeast 104 and CIT2 TOR yeast 103.
Screening COc1ccc(/C=C(\C#N)C(=O)OC2CCOC2=O)cc1 (configuration not stated) returned MEP2 TOR yeast 104, LAP4-GFP MLPCN 103, AGP1 TOR yeast 94, proCasp7 act 5, procasp3 activ 7, AHR act 4, RPL19A TOR yeast 111 and CIT2 TOR yeast 104.
For COc1cc(Cl)c(C)cc1NC(=O)COC(=O)C1CC1C (configuration not stated) the results were MEP2 TOR yeast 97, LAP4-GFP MLPCN 100, AGP1 TOR yeast 94, proCasp7 act -12, procasp3 activ 0, AHR act 6, RPL19A TOR yeast 94 and CIT2 TOR yeast 84.
Screening COc1cc(C)nc(Nc2nc(C)c(C(C)=O)s2)n1 returned MEP2 TOR yeast 104, LAP4-GFP MLPCN 102, AGP1 TOR yeast 100, proCasp7 act -8, procasp3 activ -7, AHR act 108*, RPL19A TOR yeast 101 and CIT2 TOR yeast 87.
Screening O=C(CSc1ncn[nH]1)NC12CC3CC(CC(C3)C1)C2 returned MEP2 TOR yeast 98, LAP4-GFP MLPCN 95, AGP1 TOR yeast 95, proCasp7 act 15, procasp3 activ -2, AHR act -1, RPL19A TOR yeast 96 and CIT2 TOR yeast 94.
Screening Cc1nnc(SCC(=O)N2CCc3ccccc32)n1-c1ccccc1 returned MEP2 TOR yeast 99, LAP4-GFP MLPCN 100, AGP1 TOR yeast 94, proCasp7 act 6, procasp3 activ 6, AHR act 13, RPL19A TOR yeast 97 and CIT2 TOR yeast 94.
Screening C#CC(C)(CC)NC(=O)c1cc2nc(C3CC3)cc(C(F)(F)F)n2n1 (configuration not stated) returned MEP2 TOR yeast 98, LAP4-GFP MLPCN 107, AGP1 TOR yeast 103, proCasp7 act -1, procasp3 activ 1, AHR act 2, RPL19A TOR yeast 98 and CIT2 TOR yeast 98.

2 records picked at random from the list so far:
Cc1ccc(C)c(-n2c(Cc3cc(=O)[nH]c(=O)[nH]3)nnc2SC(C)C)c1 was read as MEP2 TOR yeast 105, LAP4-GFP MLPCN 100, AGP1 TOR yeast 103, proCasp7 act 9, procasp3 activ 4, AHR act 6, RPL19A TOR yeast 102 and CIT2 TOR yeast 100.
Cc1ccc(S(=O)(=O)CCc2nnc(NC(=O)COc3cccc(C)c3)s2)cc1 was read as MEP2 TOR yeast 91, LAP4-GFP MLPCN 92, AGP1 TOR yeast 93, proCasp7 act -3, procasp3 activ 0, AHR act 4, RPL19A TOR yeast 93 and CIT2 TOR yeast 100.
